GAA glycogen mod: alters human alpha-glucosidase cleavage of glycogen | hit rate 0.38% among 300,000 | Potency, µM (top dose mostly 76.4 µM), without a hit: at the top dose activity change, negative = inhibition, actives largely listed as inhibitors | P10253 | AID 2100 | recombinant GAA, glycogen substrate, Amplex Red glucose oxidase fluorescence;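 note: 0% = full enzyme reaction and -100% = no-enzyme basal signal; the screen sought inhibitors and activators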
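Recombinant human enzyme (4 nM); glycogen substrate; 37 C, 40 min, pH 5.0. Readout: coupled glucose oxidase/Amplex Red fluorescence.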
aGlu spleen mod: inhibitors or activators of human alpha-glucosidase in spleen homogenate | Potency, µM (series often up to 79.9 µM), without a hit: at the top dose activity change, negative = inhibition, usual class: inhibitors | human spleen homogenate, 4-MU-alpha-glucoside fluorescence | P10253 | hit rate 0.006% among 240,000 | AID 2112;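 note: 0% = enzyme with vehicle and -100% = no enzyme basal signal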
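Human spleen homogenate (1 ug) with 4-methylumbelliferyl-alpha-D-glucopyranoside (1 mM final) in 50 mM citrate/phosphate pH 5.0, 0.01% Tween-20; 40 min at 37 C. Stopped at pH 10; 4-MU fluorescence Ex 365/Em 440 nm; AC50 by Hill fit.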
GAA inh: inhibitors of human lysosomal alpha-glucosidase. P10253. Potency, µM (series often up to 76.9 µM), without a hit: at the highest dose activity change, negative = inhibition, most hits filed as inhibitors. purified human GAA, 4-MU-alpha-glucoside fluorescence. hit rate 0.005% among 200,000;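 note: plate controls were uninhibited enzyme wells for no effect and no-enzyme background for full effect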
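Enzyme (4 nM final) mixed with compound (up to 77 uM), then 4-MU-alpha-D-pyranoside (400 uM final) added; 20 min at room temperature, pH 5.0. Reaction stopped at pH 10, fluorescence read, AC50 derived by Hill fit.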
Tau ThT inhib: inhibitors of human tau fibril formation, thioflavin T binding; P10636; recombinant tau K18 P301L, heparin-induced fibrillization, ThT fluorescence; AID 1460; Potency, µM (titrated, usually from 57.4 µM), for the others: top-dose activity, negative = inhibition, usual class: inhibitors; hit rate 2.1% among 270,000; note: % is set by controls: 0 for no effect and ±100 for the full control effect; nearly all actives have a fitted effect of over 55% in size
Target sequence (P10636 561-689 P618L limits assumed): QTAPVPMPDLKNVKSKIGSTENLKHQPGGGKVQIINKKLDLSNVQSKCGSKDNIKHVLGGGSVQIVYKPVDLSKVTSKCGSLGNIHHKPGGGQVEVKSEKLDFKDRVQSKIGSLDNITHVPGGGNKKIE
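Aggregation was driven by heparin (20 uM final) acting on recombinant tau […] bearing P301L in 100 mM sodium acetate pH 7; fibrils were detected with Thioflavin T.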
Tau fluor counter: counter-screen for tau fibril formation inhibitors | tau K18 P301L (four-repeat tau fragment) Alexa594 fluorescence, heparin fibrillization | Potency, µM (highest dose often 57.7 µM), for the others: at the top dose activity change, negative = decrease | hit rate 0.93% among 280,000; note: % is set by controls: 0 for no effect and ±100 for the full control effect; nearly all actives have a fitted effect of over 55% in size
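Human K18 P301L tau (15 uM unlabeled plus 0.24 uM Alexa 594-labeled, final) in 100 mM sodium acetate pH 7 was mixed with compound and 20 uM heparin and incubated 6 hr at 37 C.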
Tau fibril FP: tau fibrillization inhibition (FP); hit rate 0.39% among 280,000; K18 P301L tau heparin fibrillization, Alexa594 FP, 6 h; Potency, µM (highest dose often 57.7 µM), without a hit: at the top dose activity, negative = inhibition, actives largely listed as inhibitors; P10636; note: % is set by controls: 0 for no effect and ±100 for the full control effect; nearly all actives have a fitted effect of over 55% in size
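Human K18 P301L fragment (15 uM unlabeled plus 0.24 uM Alexa 594-labeled) in 100 mM sodium acetate pH 7 with compound, aggregation induced by 20 uM heparin for 6 hr at 37 C. ThT (30 uM) added for 1 hr, then Alexa 594 FP read.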
HTT ATP protect: Huntington cell model cytoprotection by ATP luminescence; PC12 HTT-Q103 induced, cytoprotection, ATP luminescence, 40 h; Potency, µM (series often up to 56.4 µM), without a hit: cytoprotection (ATP increase), hits mostly activators; AID 1471; hit rate 0.14% among 230,000;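 note: % of control where 0% means no effect; nearly all actives have a fitted effect of over 45% in size; toxic huntingtin expression switched on by the ecdysone agonist tebufenozide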
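Rat PC12, Q103 Htt exon1-GFP fusion, ecdysone promoter; tebufenozide inducer 100 nM final; compound titration; qHTS, 1500 cells/well; ATPlite luminescent read.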
GLA spleen mod: inhibitors or activators of human alpha-galactosidase in spleen homogenate. human spleen homogenate, 4MU-alpha-Gal fluorescence, 40 min. Potency, µM (series often up to 80 µM), for the others: top-dose activity change, negative = inhibition, most hits filed as inhibitors. hit rate 0.008% among 240,000;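 note: 0% = enzyme with vehicle and -100% = no enzyme basal signal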
Target sequence (P06280 32-429 limits assumed): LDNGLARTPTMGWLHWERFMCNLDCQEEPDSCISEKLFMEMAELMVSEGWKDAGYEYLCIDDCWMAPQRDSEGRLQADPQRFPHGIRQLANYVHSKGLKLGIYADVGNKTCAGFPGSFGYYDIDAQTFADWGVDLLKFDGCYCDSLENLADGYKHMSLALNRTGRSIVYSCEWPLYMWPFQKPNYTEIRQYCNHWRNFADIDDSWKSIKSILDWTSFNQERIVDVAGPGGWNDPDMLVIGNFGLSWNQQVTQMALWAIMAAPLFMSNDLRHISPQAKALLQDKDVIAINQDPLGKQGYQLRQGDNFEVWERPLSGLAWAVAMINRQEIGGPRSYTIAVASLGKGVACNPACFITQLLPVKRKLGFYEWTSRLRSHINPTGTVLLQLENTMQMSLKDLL
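Inhibition or activation of alpha-galactosidase in human spleen homogenate is scored by 4-MU fluorescence after 40 min at 37C, pH 5.0, with 1 mM substrate. AC50s come from concentration-response fitted to the Hill equation.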
Active calls of the source: *; ? = inconclusive; . = no result given; & = joins results of further samples; [ ] = another dose, or the depositor's remark. Calls come from the whole dose curve; as a rule, active = well fitted curve in the direction sought with a large enough effect; inconclusive = small, poorly fitted or top-dose-only effect, or another doubt; inactive = no such curve, though single readings can be large; an effect the other way counts as inactive or inconclusive. Potency is the fitted concentration of half-maximal effect.

SMILES | GAA glycogen mod | aGlu spleen mod | GAA inh | Tau ThT inhib | Tau fluor counter | Tau fibril FP | HTT ATP protect | GLA spleen mod
CC(C)C(=O)N1N=C2CCCCC2C1(O)C(F)(F)F (stereo not drawn) | ? | . | -8% | 0% | 6% | 9% | 2% | 3%
Clc1ccc(/C=N/Nc2nnc(Cl)c3ccccc23)cc1 | 2% | -5% | -7% | -12% | -9% | -10% | -6%[10 µM] | 0%
O=C1CC(c2ccco2)CC(O)=C1C=Nc1ccc(Br)cc1 (stereo not drawn) | 4% | 2% | -12% | ? | -9% | -5% | -12% | 5%
CCCn1c(=O)c2ccccc2n2c(SCc3nnc(-c4ccccc4Br)o3)nnc12 | 0% | -8% | -8% | 8% | 10% | 8% | -28% | -2%
CN1CCN(S(=O)(=O)c2cc([N+](=O)[O-])ccc2Cl)CC1 | 17% | 2% | ? | -9% | -2% | -2% | 14%[10 µM] | -6%
Cc1[nH]nc(SCC(=O)N2CCC(C)CC2)c1[N+](=O)[O-] | -10% | 18% | -13% | ? | -12% | -5% | 11% | 1%
CC1CN(C(=O)c2cc(S(=O)(=O)N3CCCC3)c(Cl)cc2Cl)CC(C)O1 (stereo not drawn) | 3% | -6% | 5% | -8% | -5% | 4% | -15%[10 µM] | 5%
CN1CCC(=NNC(=O)c2ccc(N(Cc3ccccc3Cl)S(C)(=O)=O)cc2)CC1 | -5% | 5% | 4% | -6% | -18% | -2% | -2%[10 µM] | -13%
O=C(Nc1ccccc1N1CCOCC1)c1cccnc1 | 2% | -10% | -3% | 4% | 0% | 11% | -8% | 2%
CC(C)c1onc(C(=O)N2CCC(C(N)=O)CC2)c1[N+](=O)[O-] | 3% | 5% | . | . | 6% | 3% | -2%[10 µM] | -5%
O=C(COc1cccc2cccnc12)N/N=C/c1ccccc1O | 3% | 2% | . | ? | -10% | -7% | -21%[10 µM] | 10%
COc1cc(NC(=O)C2CC(=O)NC3=C2C(=O)CC(C)(C)C3)c(OC)cc1Cl (stereo not drawn) | -5% | -5% | 7% | -7% | -5% | -5% | 18% | -4%
CCn1c(=O)c2sccc2n2c(CCCC(=O)N3CCN(c4ccccc4OC)CC3)nnc12 | 9%[76.3 µM] | . | . | -6% | -11% | -1% | . | .
CS(=O)(=O)ON=C1CCN(S(=O)(=O)c2ccccc2)CC1 | 1% | -1% | -2% | -7% | -3% | 6% | -4% | -7%
COc1ccccc1C(O)(c1ccccc1)C(CN1CCOCC1)c1ccccc1 (stereo not drawn) | 5% | 3% | -2% | -9% | -8% | 4% | -48%[inhibitor] | 4%
Cn1c(=O)[nH]c(=O)c2c1nc(Br)n2CCSc1nnnn1-c1ccccc1 | 4% | -8% | -2% | -10% | -11% | -8% | -47%[inhibitor] | -5%
CCCCSc1nc(-c2cccc(OC)c2)nc2c1Cc1c(CO)cnc(C)c1O2 | 19%[76.3 µM] | . | . | -6% | -10% | -9% | . | .
O=C(O)CN(CC(=O)O)Cc1cc2c(-c3ccccc3C(=O)O)c3cc(CN(CC(=O)O)CC(=O)O)c(=O)cc-3oc2cc1O | . | -7% | . | ? | -7% | 22µM* | . | -12%
CC(C)CNC(=S)NNC(=O)CC(C)O (stereo not drawn) | 14% | -3% | 2% | 4% | 4% | 0% | 5% | -3%
Cc1cccc(NCC(=O)c2c(N)n(C)c(=O)n(C)c2=O)c1C | 13% | -14% | -4% | ? | -7% | -14% | -26% | -15%

In another format: entries from further up.
Molecule	GAA glycogen mod	aGlu spleen mod	GAA inh	Tau ThT inhib	Tau fluor counter	Tau fibril FP	HTT ATP protect	GLA spleen mod
CC(C)CNC(=S)NNC(=O)CC(C)O (stereo not drawn)	14%	-3%	2%	4%	4%	0%	5%	-3%
Cc1cccc(NCC(=O)c2c(N)n(C)c(=O)n(C)c2=O)c1C	13%	-14%	-4%	?	-7%	-14%	-26%	-15%

Continuation.
SMILES | GAA glycogen mod | aGlu spleen mod | GAA inh | Tau ThT inhib | Tau fluor counter | Tau fibril FP | HTT ATP protect | GLA spleen mod
COc1ccc(NC(=O)C2C(=O)N(CCO)C3(C)CC2c2ccccc2O3)cc1 (stereo not drawn) | -1% | -7% | -7%[15.4 µM] | -6% | -7% | -6% | 14% | -6%
COc1cc(C2=N/C(=C\c3ccccc3)C(=O)O2)cc(OC)c1OC | . | 7% | . | ? | -17% | ? | 0% | -3%
CCOC(=O)N1CCN(C(=O)CSc2nc3c(cnn3-c3ccccc3)c(=O)[nH]2)CC1 | 26% | 8% | -2% | 2% | 1% | 11% | -41%[inhibitor] | 4%
Cc1ccc(CCNC(=O)C2CCN(S(=O)(=O)N3CCC4(CC3)OCCO4)CC2)cc1 | -1% | 4% | 0% | 1% | 7% | 2% | 0% | 9%
CCC1(CC)C(=O)NC(=O)NC1=NCCc1ccc(O)cc1 | 3% | -2% | 2% | -1% | -1% | 10% | 4%[10 µM] | 0%
O=C(Nc1ccccc1C(F)(F)F)c1cc(-c2ccc3c(c2)OCCO3)on1 | 13%[76.3 µM] | . | . | -3% | 0% | ? | . | .
CCCCc1nnc(NC(=O)Cn2cnc3ccccc3c2=O)s1 | 2% | 0% | 2% | -8% | -17% | ? | 12%[10 µM] | -5%
Cc1ccc(NCCC(=O)c2ccc(Br)cc2)cc1 | 1% | 3% | 1% | ? | 0% | 9% | -3% | -2%
Cc1ccnn1C(C)C(=O)O (stereo not drawn) | 1% | -2% | 4% | 5% | 6% | 2% | 6% | -8%
O=C(O)C1C2C=CC(C2)C1C(=O)N1CCOCC1 (stereo not drawn) | 0% | -6% | -2% | 0% | -1% | -5% | -11% | -2%
COc1ccc(/C=C(\C#N)C(=O)NCc2cccnc2)cc1OC | 7% | 3% | 5% | 1% | 5% | 3% | 21%[10 µM] | 1%
CCOC(=O)N1CCN(C(=O)c2ccc3c(SCC(=O)O)c4c(nc3c2)CCC4)CC1 | 3% | 3% | 0% | -15% | -1% | 7% | 1% | 5%
CC1C(=NO)C(C)C(c2ccc(N(C)C)cc2)NC1c1ccc(N(C)C)cc1 (stereo not drawn) | -19% | -4% | ? | -8% | -10% | 1% | -44%[inhibitor] | -1%
N#CCSc1nc2scc(-c3cccs3)c2c(=O)n1CCc1ccccc1 | -5% | 0% | -4% | -8% | -24% | -8% | -8% | 7%
COc1ccc2[nH]c(=O)c(-c3noc(-c4ccccc4)n3)cc2c1 | -28% | -4% | 7% | ? | -18% | -7% | -20%[0.074 µM] | 5%
CCS(=O)(=O)Nc1cc(-c2cn3ccc(C)cc3n2)ccc1C | 11%[76.3 µM] | . | . | -10% | -8% | -1% | . | .
CCC(c1nnnn1CCc1ccccc1)N1CCN(c2ccc(OC)cc2)CC1 (stereo not drawn) | -9% | 3% | 0% | -8% | -16% | 8% | 11%[10 µM] | 10%
Cc1ccc(-c2csc3nc4c5ccccc5c(NCCCN5CCOCC5)nn4c(=O)c23)cc1 | -7% | -13% | ? | 0% | 5% | 3% | 2% | 9%
Cc1ccc(-c2nc(C(F)(F)F)cc(=O)[nH]2)cc1 | 4% | 6% | -5% | -2% | -7% | 6% | 2%[10 µM] | 1%
Cc1cccc(N2C(=O)CSC23CCCCC3)c1 | 4% | -8% | 8% | 1% | 4% | 1% | 8% | 3%
Cc1ccccc1C(=O)NC1(C(F)(F)F)N=C(c2ccccc2)N(C2CCCCC2)C1=O (stereo not drawn) | -15%[76.3 µM] | . | . | -12% | -16% | -5% | . | .
C#CCOCCOCCOCCNc1nc(N2CCN(C(=O)[C@H]([C@@H](C)CC)n3cc([C@@H](N)Cc4ccc(O)cc4)nn3)CC2)nc(N2CCN(C(=O)[C@H]([C@@H](C)CC)n3cc([C@@H](N)CC(C)C)nn3)CC2)n1 | -7% | -5% | . | ? | 1% | 4% | 7%[10 µM] | 6%
NC(=O)c1ncn([C@@H]2O[C@H](CO)[C@@H](O)[C@H]2O)c1O | ? | -10%&1% | -7%[15.4 µM] | -12%&-7% | -9%&-8% | -9%&1% | 29% | 2%&13%

For convenience, some entries already given.
SMILES | GAA glycogen mod | aGlu spleen mod | GAA inh | Tau ThT inhib | Tau fluor counter | Tau fibril FP | HTT ATP protect | GLA spleen mod
COc1ccc2[nH]c(=O)c(-c3noc(-c4ccccc4)n3)cc2c1 | -28% | -4% | 7% | ? | -18% | -7% | -20%[0.074 µM] | 5%
CCS(=O)(=O)Nc1cc(-c2cn3ccc(C)cc3n2)ccc1C | 11%[76.3 µM] | . | . | -10% | -8% | -1% | . | .
CCC(c1nnnn1CCc1ccccc1)N1CCN(c2ccc(OC)cc2)CC1 (stereo not drawn) | -9% | 3% | 0% | -8% | -16% | 8% | 11%[10 µM] | 10%
Cc1ccc(-c2csc3nc4c5ccccc5c(NCCCN5CCOCC5)nn4c(=O)c23)cc1 | -7% | -13% | ? | 0% | 5% | 3% | 2% | 9%
Cc1ccc(-c2nc(C(F)(F)F)cc(=O)[nH]2)cc1 | 4% | 6% | -5% | -2% | -7% | 6% | 2%[10 µM] | 1%
Cc1cccc(N2C(=O)CSC23CCCCC3)c1 | 4% | -8% | 8% | 1% | 4% | 1% | 8% | 3%
Cc1ccccc1C(=O)NC1(C(F)(F)F)N=C(c2ccccc2)N(C2CCCCC2)C1=O (stereo not drawn) | -15%[76.3 µM] | . | . | -12% | -16% | -5% | . | .
C#CCOCCOCCOCCNc1nc(N2CCN(C(=O)[C@H]([C@@H](C)CC)n3cc([C@@H](N)Cc4ccc(O)cc4)nn3)CC2)nc(N2CCN(C(=O)[C@H]([C@@H](C)CC)n3cc([C@@H](N)CC(C)C)nn3)CC2)n1 | -7% | -5% | . | ? | 1% | 4% | 7%[10 µM] | 6%
NC(=O)c1ncn([C@@H]2O[C@H](CO)[C@@H](O)[C@H]2O)c1O | ? | -10%&1% | -7%[15.4 µM] | -12%&-7% | -9%&-8% | -9%&1% | 29% | 2%&13%
